# PGC1a acetyl inh: inhibitors of PGC1a acetylation signal, primary screen, cell-based, U2OS, AlphaScreen, inhibitor mode; inhibition, % at 15.6 µM; AlphaScreen anti-acetyl-lysine; with virally co-expressed GCN5 acetyltransferase; actives 0.17% (n = 350,000); AID 651687, 2012;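 active = every replicate shows inhibition of at least 40%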;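 note: 0% = neutral control wells and 100% = positive control wells; some results beyond the cut were filed as inactive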
# ERAP1 inh: human ERAP1 aminopeptidase inhibitors, primary screen, biochemical, single point, plate reader; actives 0.15% (n = 340,000); Endoplasmic reticulum aminopeptidase 1 (Homo sapiens), Q9NZ08; recombinant ERAP1, Leu-AMC fluorescence, 60 min; AID 652197, 2013; inhibition, % at 10.7 µM;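 active = mean replicate inhibition of at least 30%, or all replicates individually reaching that 30% level; inactive = mean below 30% and not every replicate reaching it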;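 note: 0% = neutral control wells and 100% = L-leucinethiol positive control wells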
# Target sequence (Q9NZ08 whole entry, looked up): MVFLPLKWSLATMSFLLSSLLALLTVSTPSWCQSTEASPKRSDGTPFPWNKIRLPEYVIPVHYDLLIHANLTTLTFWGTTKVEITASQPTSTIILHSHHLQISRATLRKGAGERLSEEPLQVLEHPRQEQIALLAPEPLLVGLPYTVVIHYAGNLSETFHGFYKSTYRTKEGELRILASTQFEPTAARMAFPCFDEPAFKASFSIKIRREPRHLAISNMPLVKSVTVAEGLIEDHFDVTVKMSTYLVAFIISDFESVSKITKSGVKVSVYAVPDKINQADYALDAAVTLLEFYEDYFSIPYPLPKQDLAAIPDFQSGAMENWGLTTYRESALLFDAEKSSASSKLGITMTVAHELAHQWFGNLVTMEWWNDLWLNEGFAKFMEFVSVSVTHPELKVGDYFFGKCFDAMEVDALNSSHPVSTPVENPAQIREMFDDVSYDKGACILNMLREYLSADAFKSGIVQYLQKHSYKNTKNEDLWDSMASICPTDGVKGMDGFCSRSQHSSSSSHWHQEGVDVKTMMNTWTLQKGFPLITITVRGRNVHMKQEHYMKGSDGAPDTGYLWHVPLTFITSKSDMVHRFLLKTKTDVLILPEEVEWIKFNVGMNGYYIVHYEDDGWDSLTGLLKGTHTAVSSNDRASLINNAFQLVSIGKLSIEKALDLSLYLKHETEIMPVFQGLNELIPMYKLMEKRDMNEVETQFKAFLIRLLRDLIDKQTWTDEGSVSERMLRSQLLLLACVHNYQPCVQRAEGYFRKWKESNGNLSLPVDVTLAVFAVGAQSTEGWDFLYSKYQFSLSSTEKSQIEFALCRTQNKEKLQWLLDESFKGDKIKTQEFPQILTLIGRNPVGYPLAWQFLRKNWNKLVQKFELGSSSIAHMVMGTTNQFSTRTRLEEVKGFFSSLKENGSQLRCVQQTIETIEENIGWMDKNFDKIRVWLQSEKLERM
# PglD inh: C. jejuni PglD acetyltransferase inhibitors, primary screen, biochemical, DTNB colorimetric, single point. UDP-N-acetylbacillosamine N-acetyltransferase PglD (Campylobacter jejuni). purified PglD enzyme, DTNB colorimetric CoA detection. inhibition, % at 12.5 µM. actives 0.098% (n = 360,000); in the data active = inhibition above about 16%, passing the limit was not always enough; note: strong numbers were not always called active
# S100A4 inh HTS: inhibitors of S100A4-myosin IIA peptide binding, primary screen, biochemical, fluorescence polarization, TAMRA-MyoIIA peptide; Protein S100-A4 (Homo sapiens), P26447; inhibition, % at 10.7 µM; actives 0.14% (n = 360,000); AID 652163, 2013;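 active = mean inhibition of at least 70% across replicates, with every replicate also reaching that level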
# Target sequence (P26447 whole entry, looked up): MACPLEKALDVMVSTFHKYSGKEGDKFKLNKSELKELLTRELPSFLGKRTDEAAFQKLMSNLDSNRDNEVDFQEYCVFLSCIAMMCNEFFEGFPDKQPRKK
#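 Material: S100A4 monomer protein | Medium: HEPES pH 7.2 with CaCl2, KCl, NaCl, DTT, Triton | Reagent: Labelled myosin peptide probe, 5 nM | Doses: One dose per compound | Times: 5 min incubation before reading | Benchmarks: Neutral control DMSO, positive control TFP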
# FN deposition inh: inhibitors of fibronectin matrix deposition, primary screen, AH1F cells, Alexa488-fibronectin fluorescence, plate reader | AH1F fibroblasts, overnight | inhibition, % at 12.6 µM | actives 0.086% (n = 350,000);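 active = mean inhibition across replicates of 30% or more, regardless of how many single replicates reach that level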;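 note: positive control wells lacked labelled fibronectin entirely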
#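 Material: AH1F fibroblast monolayer depositing Alexa488-labelled fibronectin into matrix / Amount: 10000 AH1F cells per well / Signal: fluorescence 485/525 nm / Medium: DMEM, 2% serum / Compound: single dose, pinned / Incubation: 1 h cell adhesion before compound, then overnight fibronectin incubation / Reagent: Alexa488-FN, 24 nM final / Read-out: inhibition of fibronectin deposition signal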
# EWS-Fli block: EWS/Fli-driven NR0B1 reporter inhibitors, primary screen, A673 cells, NR0B1 luciferase, luminescence, MLPCN library. actives 0.67% (n = 350,000). inhibition, % at 12.6 µM. AID 651661, 2012. viability-normalised;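 active = mean inhibition of at least 50% after viability correction, with every replicate also passing that limit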;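 note: firefly luciferase signal divided by Alamar Blue viability fluorescence both relative to DMSO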
# LGR2 antag: inhibitors of bursicon-induced LGR2 CRE-luciferase signal, primary screen, cell-based, HEK293, CRE-luciferase reporter, bursicon stimulation; Drosophila bursicon receptor LGR2 (rickets); bursicon-stimulated, 4 h; actives 0.35% (n = 380,000); inhibition, % at 9.99 µM;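 active = drop in luminescence signal, shown as inhibition above about 50% in the replicate tests, limit read from the data, passing the limit was not always enough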;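 note: agonist challenge used bursicon conditioned medium at about half maximal strength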
# PAX8 inh HTS: inhibitors of PAX8-driven TPO luciferase reporter, primary screen, RMG-I cells, single concentration. actives 1.2% (n = 360,000). SteadyGlo, 24 h. inhibition, % at 12.6 µM;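 active = mean replicate inhibition at least 60% with every replicate also reaching 60%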;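 note: luciferase light reporting Pax8 driven TPO promoter activity; plate controls were median of neutral control wells for no effect and mitoxantrone controls for full effect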
# The depositor's hits bear a star; . = no result given; & = joins results of further samples.
# Sequence of screens – PGC1a acetyl inh	ERAP1 inh	PglD inh	S100A4 inh HTS	FN deposition inh	EWS-Fli block	LGR2 antag	PAX8 inh HTS
O=C(Nc1cccnc1)C1Cc2c(-c3ccc4c(c3)OCO4)ccnc2O1 (stereo unspecified)
→ .	1	-1	-4	4	1	8	29
COc1ccc(/C=C2\SC(=S)N(CCC(=O)Nc3cccc(C(=O)O)c3)C2=O)cc1OC
→ 2	-1	0	-10	3	15	6	-43
CCn1c(=O)c([N+](=O)[O-])c(N2CCSCC2)c2ccccc21
→ 4	0	4	2	-4	-5	-24	12
Cc1ccc(-c2nnn(CC(=O)N(Cc3cccs3)C(C(=O)NC3CCCC3)c3ccco3)n2)o1 (stereo unspecified)
→ -10	.	2	.	-1	.	.	6
CO[C@@H]1CN(C)C(=O)c2cc(NC(=O)C3CCCC3)ccc2OC[C@@H](C)N(C)C[C@H]1C
→ .	-2	-3	-6	-3	0	0	-18
O=C(O)C1=C[C@@H](c2ccccc2)C[C@@H](OCc2ccc(CO)cc2)O1
→ 16&2	1&-1	-3&-3	-16&-2	-11	2&-8	3	-11&-5
O=C(c1cccc(F)c1)N1CC[C@@H]2[C@@H](CO)Nc3ccc(-c4ccc(F)cc4)cc3[C@@H]21
→ -15	4	0	-6	4	-8	23	-1
C[C@@H]1CN([C@@H](C)CO)C(=O)c2cccc(NC(=O)Nc3ccccc3)c2O[C@@H]1CN(C)C(=O)Nc1ccc2c(c1)OCO2
→ -3	.	0	.	.	-38	17	-20
Cc1ccc(C)c(C(C)NC(=O)c2ccc(Br)o2)c1 (stereo unspecified)
→ -5	5	.	-10	0	-14	.	1
O=C(NCCS(=O)(=O)N1CCN(c2cccc(Cl)c2)CC1)C1CC1
→ .	2	-2	-2	-7	-5	4	9
COc1ccc(CCNc2ncnc3sccc23)cc1OC
→ .	9	.	-22	-2	2	9	77*
COC(=O)c1sccc1NC(=O)Nc1cccc(C)c1C
→ -2	-5	3	1	-1	-2	-7	2
Cc1ccccc1OCC(=O)NC(=S)Nc1ccc(N2CCCC2)cc1
→ .	0	.	2	0	1	12	-7
CCSc1nnc(Cc2cc(=O)[nH]c(=O)[nH]2)n1-c1ccc(Cl)cc1
→ 2	4	2	2	-10	5	-3	8
COc1ccc(S(=O)(=O)N2CCCCC2)cc1NC(=O)C1CC1
→ 3	4	4	5	3	2	10	-10
Cn1c(=O)c2c(nc(NCCNC(=O)c3ccco3)n2Cc2ccccc2Cl)n(C)c1=O
→ -1	.	5	.	-1	.	.	4
CC(=O)N1c2ccc(S(=O)(=O)N3CCC(C(=O)Nc4cccc(C)n4)CC3)cc2CC1C (stereo unspecified)
→ -3	2	3	-4	-4	21	-11	29
CN(CC(=O)NCc1ccc(F)cc1)S(=O)(=O)c1ccc(Br)s1
→ 20	-1	1	-1	-1	-6	1	9
CS(=O)(=O)N(CC(=O)Nc1ccc2c(c1)OCO2)c1ccc(Cl)cc1
→ -13	.	-7	.	0	.	.	-5
CCOC(=O)C1CCN(CC(O)COc2ccc(S(=O)(=O)N3CCCC3)cc2[N+](=O)[O-])CC1 (stereo unspecified)
→ 0	-1	3	1	-1	8	10	8
CCc1nnc(NC(=O)C2CC(=O)N(c3ccc(C)cc3)C2)s1 (stereo unspecified)
→ 8	.	-4	.	-1	.	.	1
COc1ccc(/C=C2\SC(=N)N(c3ccc(F)cc3)C2=O)cc1
→ 8	-2	.	0	3	-3	2	-7
C[C@@H]1CN([C@H](C)CO)C(=O)c2cc(NC(=O)CCN3CCOCC3)ccc2O[C@@H]1CN(C)C
→ 10	0	5	14	.	-12	21	-8
CCOC(=O)/C=C/C(=O)Nc1ccc(S(=O)(=O)Nc2cc(OC)nc(OC)n2)cc1
→ .	-2	2	9	0	3	3	10
CCNC(=O)[C@@H]1[C@@H](CO)[C@@H]2Cn3c(ccc(-c4ccccc4F)c3=O)[C@H]1N2CC1CC1
→ .	-3	-3	0	.	3	-9	.
COc1cc(/C=C/C(=O)OC(C)C(=O)Nc2c(C)n(C)n(-c3ccccc3)c2=O)ccc1O (stereo unspecified)
→ -19	1	0	4	-6	16	20	5
COc1cccc(/C=C/C(=O)OCC(=O)c2c[nH]c3ccccc23)c1
→ 17	2	-1	-2	-13	10	-2	21
NS(=O)(=O)c1ccc(CNC(=O)c2ccc(Cl)c([N+](=O)[O-])c2)cc1
→ 9	.	.	-6	-5	6	0	18
CC1CCN(CCCCOc2ccccc2F)CC1
→ 3	1	-2	0	-6	-7	-17	0
Cc1onc(-c2ccccc2Cl)c1C(=O)NCc1cccnc1
→ -5	.	-5	.	13	.	-9	.
CCCN(C)C[C@H]1OCCCC[C@H](C)Oc2ccc(NC(=O)C3CCCCC3)cc2C(=O)N([C@H](C)CO)C[C@H]1C
→ 3	4	2	1	.	-3	9	-8
O=S(=O)(c1cccc2cccc(Cl)c12)N1CCCC1
→ 16	1	-8	2	-11	3	22	28
O=C(C1CCCN(S(=O)(=O)c2cccnc2)C1)N1CCn2c1nc1ccccc12 (stereo unspecified)
→ -10	.	2	2	-7	-3	12	-1
Cc1ccc(N(CC(=O)NC2CCCC2)C(=O)CNC(=O)c2cccs2)c(C)c1
→ -9	-4	10	-2	4	1	-1	-13
CC1(C(=O)NCc2ccccc2)CN(S(C)(=O)=O)CC(=O)N1CCc1ccc(O)cc1 (stereo unspecified)
→ .	0	.	-5	9	-4	7	5
O=C(O)c1cc(-c2cccs2)nn1-c1ccccc1
→ 8	-2	3	2	-4	3	2	0
COc1cc2ccnc(C=NO)c2cc1OC
→ 8	-4	0	0	7	11	4	-28
Cc1ccc(CNC(=O)CC(C)S(=O)(=O)c2cc3c(cc2C)NC(=O)CO3)cc1 (stereo unspecified)
→ 10	1	3	3	3	-1	13	9
COc1ccc(N2CCN(C(=O)CCS(=O)(=O)c3ccc(OC)cc3)CC2)cc1
→ .	-2	.	-2	-8	8	.	1
CCOc1ccc(S(=O)(=O)NCCc2cn3ccccc3n2)cc1
→ .	0	-2	-2	6	.	3	2

# Ordered by the number under PGC1a acetyl inh (falling): 3 from the list above
molecule	PGC1a acetyl inh	ERAP1 inh	PglD inh	S100A4 inh HTS	LGR2 antag
NS(=O)(=O)c1ccc(CNC(=O)c2ccc(Cl)c([N+](=O)[O-])c2)cc1	9	.	.	-6	0
CC1CCN(CCCCOc2ccccc2F)CC1	3	1	-2	0	-17
Cc1ccc(N(CC(=O)NC2CCCC2)C(=O)CNC(=O)c2cccs2)c(C)c1	-9	-4	10	-2	-1

# New compounds follow
# Sequence of screens – PGC1a acetyl inh	ERAP1 inh	PglD inh	S100A4 inh HTS	FN deposition inh	EWS-Fli block	LGR2 antag	PAX8 inh HTS
CCCC(=O)Nc1ccc2c(c1)C(=O)N(C)[C@H]1CC[C@@H](CC(=O)N3CCCCC3)O[C@@H]1CO2
→ 5	.	-4	.	3	-3	4	-23
COc1ccc(-c2ccc(CN3C(C(C)C)C(=O)N(Cc4cn(CC5CCCCC5)nn4)CCS3(=O)=O)cc2)cc1 (stereo unspecified)
→ -13	-8	-1	-1	7	10	7	-6
COc1ccc(-c2[nH]ncc2CNC(C)CCn2cccn2)cc1F (stereo unspecified)
→ .	-1	-6	1	.	-2	6	18
Cc1noc(C)c1S(=O)(=O)Nc1ccc2c(c1)C(=O)N([C@@H](C)CO)C[C@H](C)[C@H](CN(C)S(C)(=O)=O)O2
→ 5	0	3	12	.	-14	-35	.
CCCN(C(=O)c1cccc(S(=O)(=O)N2CCN(Cc3ccccc3)CC2)c1)C1CCS(=O)(=O)C1 (stereo unspecified)
→ 2	0	-2	-1	-2	3	3	3
CCNC(=O)[C@H]1[C@H](CO)[C@H]2Cn3c(cccc3=O)[C@@H]1N2C(=O)C1CCC1
→ .	-1	-4	4	.	-17	-16	3
COCC(=O)Nc1ccc2c(c1)[C@@H]1C[C@@H](CC(=O)NCCc3ccccc3)O[C@@H](CO)[C@@H]1O2
→ .	8	-3	-5	-13	-2	6	5
C[C@@H]1CCCCO[C@H](CN(C)S(C)(=O)=O)[C@@H](C)CN([C@H](C)CO)C(=O)c2cc(NC(=O)Nc3ccccc3)ccc2O1
→ 11	0	-3	-3	-3	-5	4	-16
CS(=O)(=O)N1[C@@H](C#N)[C@H](c2ccc(C#Cc3cccc(F)c3)cc2)[C@@H]1CO
→ -6	-3	-1	10	-13	-64	-30	-27
Cc1ccc(S(=O)(=O)N(C)C)cc1NC(=O)COC(=O)C1=COCCO1
→ -4	1	1	-2	.	0	8	-6
CC(=O)Nc1cc(-c2ccc(F)cc2)[nH]n1
→ 7	5	.	15	-5	-22	-18	-8
CC(C)NC(=O)NCC[C@H]1CC[C@@H](NC(=O)Nc2ccccc2)[C@H](CO)O1
→ -5	-2	1	22	-7	-1	-3	-3
COc1ccc(CNC(=O)c2ccc3ccccc3n2)cc1
→ -6	-2	-6	-6	2	-30	-46	1
O=C(COC(=O)/C=C/c1ccc(Cl)cc1)Nc1cccc(S(=O)(=O)NC2=NCCCCC2)c1
→ 2	-4	1	-9	-1	7	4	-1
O=C(Nc1ccc(S(=O)(=O)Nc2nccs2)cc1)c1nn(-c2ccccc2)ccc1=O
→ 0	2	4	-2	12	-1	2	11
C[C@@H]1CN([C@H](C)CO)C(=O)c2cc(C#C[C@@H](C)O)cnc2O[C@@H]1CN(C)C(=O)c1ccccc1
→ 9	1	-1	-2	-6	-11	-23	.
COc1ccc(NC(=O)CN(c2cc(C)cc(C)c2)S(=O)(=O)c2c(C)n[nH]c2C)cc1
→ -5	.	2	2	-5	-2	12	1
CN1C(N)=NC(=O)/C1=C/c1ccc(F)cc1
→ 7	.	-1	29	-1	-7	23	19
COc1cccc(CN2CC3(C2)CN(S(C)(=O)=O)[C@H](CO)c2[nH]c4cc(OC)ccc4c23)c1
→ -1	1	.	-11	1	-1	-8	-20
CC1CCCN(CCSc2ccc(Cl)cc2)C1 (stereo unspecified)
→ .	5	.	-21	1	-14	-6	3

# Profiles as entered above. Values in the order: PGC1a acetyl inh | ERAP1 inh | PglD inh | S100A4 inh HTS | FN deposition inh | EWS-Fli block | LGR2 antag | PAX8 inh HTS
# CC1CCCN(CCSc2ccc(Cl)cc2)C1 (stereo unspecified) as listed: . | 5 | . | -21 | 1 | -14 | -6 | 3
# COCC(=O)Nc1ccc2c(c1)[C@@H]1C[C@@H](CC(=O)NCCc3ccccc3)O[C@@H](CO)[C@@H]1O2 as listed: . | 8 | -3 | -5 | -13 | -2 | 6 | 5

# The results go on:
# Sequence of screens – PGC1a acetyl inh	ERAP1 inh	PglD inh	S100A4 inh HTS	FN deposition inh	EWS-Fli block	LGR2 antag	PAX8 inh HTS
C[C@@H]1CN([C@H](C)CO)C(=O)c2cc(-c3ccncc3)cnc2O[C@@H]1CN(C)C(=O)c1ccccc1F
→ 8	2	1	6	.	-11	3	-14
COc1ccccc1-c1n[nH]c(=S)n1Cc1ccccc1
→ .	4	5	3	-6	5	-8	4
COc1ccc(CN(C)C[C@H]2Oc3ccc(NS(=O)(=O)c4ccc(F)cc4)cc3CC(=O)N([C@H](C)CO)C[C@@H]2C)cc1
→ 11	-1	.	28	-24	40	-12	-10
COCCCNC(=S)NNC(=O)c1ccc2c(c1)OCO2
→ .	1	-5	-1	.	.	-15	.
CCOc1ccccc1NC(=O)C1CCN(c2nc(-c3ccc(OC)cc3)no2)CC1
→ -16	1	-3	1	-2	7	.	-8
C/C(=N\OCc1ccc(C#N)cc1)c1cc2ccccc2o1
→ -15	-7	2	-8	2	-5	-24	-8
